Screening data deposited in PubChem BioAssay by several laboratories.
Yeast life ext – yeast lifespan extension; S. cerevisiae growth with nicotinamide, OD615; deaD strain in restrictive glucose medium; 130,000 compounds, 0.68% hits; AID 775; inhibition of the nicotinamide effect, % at 10 µM;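 active = inhibition above a set limit, placed 3 SD over the median of all compounds, cut at about 26% in these data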;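 also: 0% = nicotinamide-treated wells and 100% = cells grown without nicotinamide; some compounds called inactive have numbers as strong as hits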
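System: Modified budding yeast, DeaD strain | Buffer or medium: Restrictive glucose medium | Also added: 1.5 mM nicotinamide | Doses: 10 µM single point, 0.25% DMSO | Schedule: 48 h compound exposure at 30 °C, humidified | Detection: Absorbance at 615 nm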
bCat KO growth – beta-catenin-lacking colon tumor cell growth suppression; HCT116 beta-catenin knockout viability, CellTiter-Glo, 60 h; hits give low values; viability, % at 10 µM; 140,000 compounds, 1.5% hits; AID 818;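 active = viability at or under a set limit, the compound median less 4 SD, cut at about 6% in these data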;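 also: 0% = Hyamine 1622 control at 20 µM and 100% = untreated cell control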
Measles CPE – protection of cells from measles virus; AID 841; protection (pct of control), % at 4 µM; Measles virus-infected cells, CPE protection, absorbance; 140,000 compounds, 1.5% hits; in the data active = protection mostly above about 24%, no sharp cut-off; inactive = mostly below about 26%; also: some compounds called inactive have numbers as strong as hits
MRP1 act – activates MRP-1 | H69AR cells + doxorubicin, viability rescue, CellTiter-Glo | viability increase, % at 10 µM | AID 799 | 140,000 compounds, 0.61% hits;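 active = viability gain under doxorubicin at or above a set limit, the compound median plus 3 SD, cut at about 4.7% in these data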;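 also: MRP-1 overexpressing cells given doxorubicin 25 µM after compound pretreatment; 18-22 h compound pretreatment then 72 h with doxorubicin before readout; 0% = doxorubicin-only wells and 100% = vehicle-treated cells without doxorubicin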
Phagocyt inh – blocks phagocytosis by macrophages; 110,000 compounds, 0.07% hits; J774A.1 macrophage IgG-bead phagocytosis, imaging; inhibition, % at 5 µM;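 active = inhibition above the mean of the plate negative controls plus 5 SD, cut at about 13% in these data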;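 also: phagocytic index as fraction of beads internalized from green versus red external bead signal; plate controls were DMSO negative control for no effect and cytochalasin-D positive control for full effect; some results beyond the cut were filed as inactive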
Yeast growth inh – reduces growth of yeast BB579 in restrictive medium; S. cerevisiae BB579 growth, OD615, 48 h; inhibition, % at 10 µM; 140,000 compounds, 0.51% hits;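 active = inhibition above a set limit, 3 SD over the mean compound inhibition, cut at about 44% in these data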; also: inactives centre near -24
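Assay system – yeast BB579 (DeaD) · Dosing – single compound dose of 10 µM, 0.25% DMSO final · Detection – OD615 turbidity measurement · Buffer or medium – CSMM-D restrictive synthetic medium containing dextrose (glucose) · Benchmarks – positive control amphotericin B 10 µg/mL · Incubation – 48 h exposure, 30 °C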
E-sel TNF inh – blocks E-selectin expression induced by TNF alpha; HUVEC TNFa-induced E-selectin immunofluorescence, high content; inhibition, % at 2 µM; 120,000 compounds, 0.71% hits;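 active = inhibition above the batch mean plus 3 SD, and confirmed as a hit on visual image review, cut at about 43% in these data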;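 also: 0% = TNF-stimulated DMSO wells and 100% = unstimulated control wells; not every result past the cut was called active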
GALR2 antag – blocks the human galanin receptor 2; GALR2-expressing cells, antagonist mode; 140,000 compounds, 0.39% hits; inhibition, % at 4 µM; O43603; in the data active = inhibition above about 27%;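 also: cells stimulated with galanin 1-16 at roughly its EC80; 0% = agonist challenge control and 100% = basal control without agonist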
Target sequence (O43603 whole entry, looked up): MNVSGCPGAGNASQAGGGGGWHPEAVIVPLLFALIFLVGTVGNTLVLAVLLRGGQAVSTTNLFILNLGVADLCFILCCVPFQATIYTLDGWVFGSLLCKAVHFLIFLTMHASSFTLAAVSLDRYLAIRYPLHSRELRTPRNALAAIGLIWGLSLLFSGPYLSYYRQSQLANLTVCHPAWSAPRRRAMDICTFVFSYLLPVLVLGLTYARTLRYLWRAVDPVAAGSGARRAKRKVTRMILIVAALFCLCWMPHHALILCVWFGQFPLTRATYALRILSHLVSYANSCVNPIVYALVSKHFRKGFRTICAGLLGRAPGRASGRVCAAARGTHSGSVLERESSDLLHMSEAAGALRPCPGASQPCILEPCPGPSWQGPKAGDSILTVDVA
NPY-Y2 antag – antagonists of human neuropeptide Y receptor Y2; NPY-Y2 expressing cells, antagonist mode; inhibition, % at 2.7 µM; 140,000 compounds, 0.99% hits; AID 793; in the data active = inhibition above about 17%;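 also: 0% = vehicle with agonist challenge and 100% = reference antagonist with challenge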
Target sequence (P49146 whole entry, looked up): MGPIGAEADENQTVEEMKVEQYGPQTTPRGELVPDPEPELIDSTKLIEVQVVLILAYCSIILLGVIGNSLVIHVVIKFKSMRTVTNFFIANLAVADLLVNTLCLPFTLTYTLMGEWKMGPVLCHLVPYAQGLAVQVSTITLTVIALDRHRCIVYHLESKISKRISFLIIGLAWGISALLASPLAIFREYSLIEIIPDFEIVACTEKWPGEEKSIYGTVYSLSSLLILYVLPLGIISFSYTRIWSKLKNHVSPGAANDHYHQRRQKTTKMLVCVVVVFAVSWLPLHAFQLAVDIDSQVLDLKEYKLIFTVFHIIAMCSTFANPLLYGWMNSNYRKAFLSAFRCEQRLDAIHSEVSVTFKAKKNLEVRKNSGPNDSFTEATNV
HCT116 PTEN-null – PTEN-deleted cell growth suppression; viability, % at 10 µM; HCT116 PTEN-null viability, CellTiter-Glo, 60 h; hits give low values; 140,000 compounds, 1.2% hits;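 active = viability at or below a set limit, 4 SD under the median of all tested compounds, cut at about 3.7% in these data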;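 also: PTEN knockout HCT116 line with beta catenin targeted HCT116 as companion control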
Starred values were filed as active, the others as inactive; · = not tested or not shown. A portion of the library; the hit share may differ from the screen's.

Screens by letter: A = Yeast life ext; B = bCat KO growth; C = Measles CPE; D = MRP1 act; E = Phagocyt inh; F = Yeast growth inh; G = E-sel TNF inh; H = GALR2 antag; I = NPY-Y2 antag; J = HCT116 PTEN-null
canonical_smiles: COCc1cc(C2SCC(=O)Nc3c2c(=O)[nH]n3C(C)C)ccc1OC (stereo unspecified)
  A: -11; B: 95; C: 6; D: -1.5; E: 8; F: -31; G: -7; H: -8; I: 9; J: 90
canonical_smiles: CN1CCC(N(C)c2ncnc3ccc(Br)cc23)CC1
  A: 1; B: 84; C: 3; D: -1.7; E: -6; F: -62; G: 13; H: 9; I: 3; J: 94
canonical_smiles: NP(=O)(OCC(F)(F)F)Oc1cccc2ccccc12 (stereo unspecified)
  A: 1; B: 95; C: 8; D: -2.6; E: -8; F: -9; G: 6; H: 2; I: 0; J: 98
canonical_smiles: C=CCn1c(O)c(C=Nc2ccc(OC)cc2C)c(=O)[nH]c1=O
  A: -3; B: 97; C: 18; D: -0.5; E: -1; F: -55; G: ·; H: 0; I: 4; J: 95
canonical_smiles: N#CC(C#N)=Cc1ccc(-c2ccccc2F)o1
  A: -3; B: 77; C: 17; D: -2.2; E: -2; F: -39; G: 14; H: -11; I: 0; J: 91
canonical_smiles: O=c1c2ccccc2nc(CNCc2ccco2)n1-c1ccc(F)cc1
  A: 1; B: 92; C: 11; D: -1.4; E: -1; F: -25; G: ·; H: 3; I: 2; J: 84
canonical_smiles: O=[N+]([O-])c1ccc(NCCO)c2ncccc12
  A: -6; B: 99; C: 8; D: -0.2; E: -8; F: -44; G: -26; H: -1; I: 2; J: 103
canonical_smiles: CCCC(C)(COC(N)=O)COC(=O)NC(C)C (stereo unspecified)
  A: 1; B: 107; C: 4; D: -0.2; E: ·; F: -30; G: ·; H: 6; I: 3; J: 96
canonical_smiles: COc1cc(OC)cc(C(=O)Nc2ccc(Br)cc2C(=O)c2ccccc2)c1
  A: -4; B: 78; C: 10; D: 1.1; E: -5; F: -15; G: 21; H: 2; I: 12; J: 88
canonical_smiles: O=[N+]([O-])c1ccc(N2CCNCC2)cc1NC1CC1
  A: -10; B: 74; C: 6; D: -3.2; E: ·; F: -44; G: -13; H: 5; I: 4; J: 91

Next section
Screens by letter: A = Yeast life ext; B = bCat KO growth; C = Measles CPE; D = MRP1 act; E = Phagocyt inh; F = Yeast growth inh; G = E-sel TNF inh; H = GALR2 antag; I = NPY-Y2 antag; J = HCT116 PTEN-null
canonical_smiles: CC(C)Oc1cc(-n2c(=S)[nH]c3ccccc3c2=O)c(Cl)cc1Cl
  A: -10; B: 76; C: 16; D: -2.4; E: ·; F: 12; G: -13; H: 7; I: 6; J: 70
canonical_smiles: CN1CCc2c(c(N3CCCCC3)nc3n[nH]c(N)c23)C1
  A: -7; B: 90; C: 13; D: -1.1; E: -1; F: -66; G: -31; H: -19; I: 1; J: 107
canonical_smiles: O=C(Cn1c(=O)c(C(F)(F)F)nc2ccccc21)N1CCC2(CC1)OCCO2
  A: 3; B: 85; C: 3; D: -1.8; E: 1; F: -21; G: ·; H: 8; I: 3; J: 93
canonical_smiles: CC1=CC(=C2C(=O)NC(=S)NC2=O)C=C(C(F)(F)F)N1C
  A: -12; B: 90; C: 24; D: -0.4; E: -1; F: -50; G: 8; H: 8; I: 0; J: 96
canonical_smiles: O=C1C2CCN(CC2)C1Cc1ccccc1O (stereo unspecified)
  A: -1; B: 100; C: 1; D: -2.6; E: 4; F: -25; G: 15; H: 3; I: 1; J: 104
canonical_smiles: O=C(CN1CCCCC1)c1ccccc1Cl
  A: 4; B: 96; C: 4; D: -1.1; E: 5; F: -41; G: 15; H: 9; I: 5; J: 105
canonical_smiles: Cc1ccc(NP(=O)(Oc2ccccc2F)Oc2ccccc2F)cc1
  A: 17; B: 77; C: 6; D: -5.0; E: ·; F: -50; G: -32; H: -11; I: 1; J: 72
canonical_smiles: CC(=O)OC1(c2ccccc2)CC(C(C)(C)C)CN(C(C)(C)C)C1 (stereo unspecified)
  A: 2; B: 93; C: 10; D: -0.3; E: 4; F: -32; G: ·; H: -5; I: 1; J: 94
canonical_smiles: CNC(=O)ON(C(=O)NC)C1N(C)C(=S)SC1(C)C (stereo unspecified)
  A: -5; B: 116; C: 9; D: 0.0; E: 1; F: -44; G: -22; H: -5; I: 3; J: 112
canonical_smiles: Cc1ccc(C2N(c3cc(C)on3)C(=O)C3CCCN32)cc1 (stereo unspecified)
  A: -3; B: 96; C: 8; D: -1.9; E: -4; F: -13; G: 22; H: -6; I: 5; J: 103

(listing goes on)
Screens by letter: A = Yeast life ext; B = bCat KO growth; C = Measles CPE; D = MRP1 act; E = Phagocyt inh; F = Yeast growth inh; G = E-sel TNF inh; H = GALR2 antag; I = NPY-Y2 antag; J = HCT116 PTEN-null
canonical_smiles: COc1ccc(CN2CCN(c3ccccc3)CC2)c(C)c1C
  A: 0; B: 70; C: 1; D: -1.6; E: 0; F: -46; G: ·; H: -7; I: 2; J: 77
canonical_smiles: Cc1c(C=O)c2ccccc2n1Cc1ccc([N+](=O)[O-])cc1
  A: -3; B: 90; C: 2; D: -2.6; E: -3; F: -7; G: ·; H: -11; I: 3; J: 72
canonical_smiles: O=C(NC(=C(Cl)Cl)P(=O)(c1ccccc1)c1ccccc1)c1ccccc1
  A: 0; B: 85; C: 8; D: -0.4; E: -9; F: -18; G: ·; H: 6; I: 1; J: 92
canonical_smiles: O=P(O)(O)COc1ccccc1O
  A: -14; B: 100; C: 15; D: -0.2; E: 0; F: 14; G: ·; H: 3; I: 3; J: 91
canonical_smiles: Nc1nnc(CCN2CCCCC2)s1
  A: ·; B: 87; C: 8; D: 1.0; E: ·; F: -17; G: -33; H: -3; I: 1; J: 98
canonical_smiles: CCOC(=O)c1c(/N=C/c2c(O)n(-c3cccc(C)c3)c(=O)[nH]c2=O)sc2c1CCCC2
  A: 1; B: 104; C: 6; D: -3.9; E: -9; F: -45; G: ·; H: 0; I: 2; J: 104
canonical_smiles: Cc1cc(/C=C2\C(=O)NC(=S)N(C)C2=O)c(C)n1C1CCCCC1
  A: 9; B: 81; C: 17; D: -1.1; E: -8; F: -27; G: -6; H: 12; I: 3; J: 79
canonical_smiles: O=C1CC(=O)N(c2ccc3c(c2)OCO3)C(=O)N1
  A: -4; B: 97; C: 1; D: 0.4; E: 1; F: -22; G: -4; H: -3; I: 0; J: 101

Given in CSV form: part of the list above
structure,Yeast life ext,bCat KO growth,Measles CPE,MRP1 act,Phagocyt inh,Yeast growth inh,E-sel TNF inh,GALR2 antag,NPY-Y2 antag,HCT116 PTEN-null
CCOC(=O)c1c(/N=C/c2c(O)n(-c3cccc(C)c3)c(=O)[nH]c2=O)sc2c1CCCC2,1,104,6,-3.9,-9,-45,·,0,2,104
Nc1nnc(CCN2CCCCC2)s1,·,87,8,1.0,·,-17,-33,-3,1,98
COc1ccc(CN2CCN(c3ccccc3)CC2)c(C)c1C,0,70,1,-1.6,0,-46,·,-7,2,77
O=C(NC(=C(Cl)Cl)P(=O)(c1ccccc1)c1ccccc1)c1ccccc1,0,85,8,-0.4,-9,-18,·,6,1,92
O=P(O)(O)COc1ccccc1O,-14,100,15,-0.2,0,14,·,3,3,91
Cc1c(C=O)c2ccccc2n1Cc1ccc([N+](=O)[O-])cc1,-3,90,2,-2.6,-3,-7,·,-11,3,72
O=C1CC(=O)N(c2ccc3c(c2)OCO3)C(=O)N1,-4,97,1,0.4,1,-22,-4,-3,0,101

Part of the list above, with bars between the fields:
structure | Yeast life ext | bCat KO growth | Measles CPE | MRP1 act | Phagocyt inh | Yeast growth inh | E-sel TNF inh | GALR2 antag | NPY-Y2 antag | HCT116 PTEN-null
Cc1cc(/C=C2\C(=O)NC(=S)N(C)C2=O)c(C)n1C1CCCCC1 | 9 | 81 | 17 | -1.1 | -8 | -27 | -6 | 12 | 3 | 79
CCOC(=O)c1c(/N=C/c2c(O)n(-c3cccc(C)c3)c(=O)[nH]c2=O)sc2c1CCCC2 | 1 | 104 | 6 | -3.9 | -9 | -45 | · | 0 | 2 | 104
